GAA spleen mod – inhibitors or activators of human alpha-glucosidase in spleen homogenate. 0.006% of 240,000 active. Potency, µM (titrated, usually from 79.9 µM), inactives show top-dose activity change, negative = inhibition, actives largely listed as inhibitors. human spleen homogenate, 4-MU-alpha-glucoside fluorescence;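 note: 0% = enzyme with vehicle and -100% = no enzyme basal signal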
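AC50 values come from Hill-equation fits of concentration-response data, normalized to no-enzyme and full-activity controls. Enzyme source: 1 ug human spleen homogenate; 1 mM fluorogenic 4-MU glucoside, pH 5.0 citrate buffer, 37 C, 40 min.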
HttQ103 aggreg – inhibitors of mutant huntingtin aggregate formation in PC12 cells; AID 1688; Potency, µM (top dose mostly 46.1 µM), inactives show top-dose activity change, negative = inhibition, most hits filed as inhibitors; PC12 HttQ103-GFP aggregates, Acumen cytometry, 40 h; 1.1% of 220,000 active; note: % is set by controls: 0 for no effect and ±100 for the full control effect; nearly all actives have a fitted effect of over 60% in size
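PC12 cells stably carrying ecdysone-inducible HTT exon 1 Q103–GFP were induced with tebufenozide (100 nM final) and treated with library compounds in titration. GFP aggregates in lysates were counted by laser scanning cytometry.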
HTT ATP protect – cytoprotection in Huntington HTT-Q103 PC12 cell model. PC12 HTT-Q103 induced, cytoprotection, ATP luminescence, 40 h. Potency, µM (titrated, usually from 56.4 µM), without a hit: cytoprotection (ATP increase), usual class: activators. 0.14% of 230,000 active. AID 1471;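 note: % of control where 0% means no effect; nearly all actives have a fitted effect of over 45% in size; toxic huntingtin expression switched on by the ecdysone agonist tebufenozide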
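PC12 cells with ecdysone-inducible HTT exon 1 Q103-GFP, induced with 100 nM tebufenozide and co-treated with library compounds in a dose series (1536-well, 1500 cells/well). Cytoprotection read as ATP content by ATPlite luminescence.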
RGS12 GoLoco inh – RGS12 GoLoco-Gai1 interaction inhibition. 0.44% of 230,000 active. Gai1:RGS12 GoLoco peptide FP, rhodamine, 10 min. P63096. Potency, µM (series often up to 61.6 µM), for inactives: at the highest dose activity, negative = inhibition, most hits filed as inhibitors; active = well fitted inhibition curve with a large enough effect, not every such curve was filed as active; inactive = no such curve, though single readings can be large or run the other way; note: % is set by controls: 0 for no effect and ±100 for the full control effect; nearly all actives have a fitted effect of over 30% in size; many of its hits are not listed in these tables
Target sequence (P63096 whole entry, looked up): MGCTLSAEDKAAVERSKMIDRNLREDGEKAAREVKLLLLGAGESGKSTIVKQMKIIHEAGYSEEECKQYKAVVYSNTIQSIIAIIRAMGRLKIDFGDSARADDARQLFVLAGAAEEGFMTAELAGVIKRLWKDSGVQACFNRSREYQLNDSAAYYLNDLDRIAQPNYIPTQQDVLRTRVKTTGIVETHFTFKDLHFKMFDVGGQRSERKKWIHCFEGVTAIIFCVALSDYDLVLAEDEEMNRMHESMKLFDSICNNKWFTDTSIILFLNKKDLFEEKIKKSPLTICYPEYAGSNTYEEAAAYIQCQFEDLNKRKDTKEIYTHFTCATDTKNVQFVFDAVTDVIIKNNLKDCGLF
GAA inh – inhibitors of human lysosomal alpha-glucosidase; purified human GAA, 4-MU-alpha-glucoside fluorescence; 0.005% of 200,000 active; P10253; Potency, µM (highest dose often 76.9 µM), for inactives: top-dose activity change, negative = inhibition, hits mostly inhibitors;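 note: plate controls were uninhibited enzyme wells for no effect and no-enzyme background for full effect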
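Endpoint fluorogenic read: 20 min room-temperature reaction of 4 nM human alpha-glucosidase with 400 uM 4-methylumbelliferyl-alpha-D-pyranoside, pH 5.0, quenched with 1M NaOH/1M glycine pH 10. AC50 from Hill modeling.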
GAA glycogen – GAA glycogen-cleavage inhibition or activation. AID 2100. Potency, µM (top dose mostly 76.4 µM), for inactives: at the top dose activity change, negative = inhibition, actives largely listed as inhibitors. P10253. 0.38% of 300,000 active. recombinant GAA, glycogen substrate, Amplex Red glucose oxidase fluorescence;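 note: 0% = full enzyme reaction and -100% = no-enzyme basal signal; the screen sought inhibitors and activators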
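qHTS, 1536-well; enzyme 4 nM final; cpd up to 77 uM; substrate bovine liver glycogen 30 ug; 50 mM citrate/phosphate pH 5.0, 0.01% Tween-20; 37 C, 40 min; Amplex Red detection 45 min RT; Hill fit → AC50.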
IMPase Li cell – IMPase inhibition in cells with lithium potentiation; CHO-M1 cells, IP1 TR-FRET (IP-One), carbachol + lithium; Potency, µM (titrated, usually from 59.4 µM), for inactives: at the top dose activity, negative = IMPase inhibition, usual class: inhibitors; 0.35% of 210,000 active;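 note: IP1 builds up when IMPase is blocked and the TR-FRET signal falls; plate controls were basal vehicle for no effect and high inhibitor control for full effect; nearly all actives have a fitted effect of over 50% in size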
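Test compounds were applied to CHO-M1 cells previously cultured for 16–30 h at 2000 per well. A small lithium amount accompanied them; after 30 min at 37C, IP1 was quantified by TR-FRET.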
* = called active by the depositor; ? = inconclusive; nt = not tested or not shown; [ ] = another dose, or the depositor's remark. Unless noted, calls come from the whole dose curve; as a rule, active = well fitted curve in the direction sought with a large enough effect; inconclusive = small, poorly fitted or top-dose-only effect, or another doubt; inactive = no such curve, though single readings can be large; an effect the other way counts as inactive or inconclusive. Potency is the fitted concentration of half-maximal effect. The list is partial; the hit share may differ from the screen's.

No. | Compound | GAA spleen mod | GAA inh | RGS12 GoLoco inh | GAA glycogen | HttQ103 aggreg | HTT ATP protect | IMPase Li cell
1 | NC(=O)c1c[nH]c2ccccc12 | 2% | -3% | 8% | 0% | 7% | -9% | nt
2 | Fc1ccc(N2CCN(C(=S)NCC3CCCO3)CC2)cc1 (centres undefined) | -19% | 6% | 1% | -18% | 5% | -9% | 1%
3 | Cc1ccc(SC(C)C(=O)NCC(C)C)cc1 (centres undefined) | -7% | -2% | 6% | 5% | 11% | -14%[0.074 µM] | 17%[38.3 µM]
4 | O=C(NCCc1cccs1)C1CC(c2ccccc2[N+](=O)[O-])=NO1 (centres undefined) | -7% | -4% | 11% | -4% | 9% | -38% | 1%[38.3 µM]
5 | Cc1ccc(S(=O)(=O)N(C)c2c(C)ccc(S(=O)(=O)Nc3ccncc3)c2C)cc1 | -2% | 0% | 5% | 13% | 1% | -9%[10 µM] | 5%
6 | CCOC(=O)Cc1cc(=O)[nH]c(Nc2nc3ccccc3o2)n1 | -10% | 0% | 1% | 4% | 21% | 2% | -19%[38.3 µM]
7 | O=C1C2CCCN2C(=O)N1CCCCN1CCN(c2ccccc2)CC1 (centres undefined) | -1% | -2% | 4% | -2% | 4% | nt | 6%
8 | CCOC(=O)c1cnc2cc(C)ccn2c1=O | ? | ? | -4% | 0% | -5% | nt | -11%
9 | CC1CCCC(C)N1C(=O)COC(=O)c1ccc2c(c1)OCO2 (centres undefined) | 0% | 1% | 0% | -3% | 3% | 13%[10 µM] | -7%[38.3 µM]
10 | O=C(CSC1=NC(=O)C(Cc2ccccc2)C(=O)N1)Nc1ncc(Br)cc1Br (centres undefined) | -7% | 4% | -3% | -4% | -18% | -23% | -16%
11 | CC/C(=N\NC(=O)c1ccc(CN(C)S(=O)(=O)c2ccc(C)cc2)cc1)c1ccc(OC(F)F)cc1 | -8% | 1% | 3% | 1% | -6% | 14%[10 µM] | 12%
12 | CC(C)(C)c1ccccc1NC(=O)NC1CCN(Cc2c(F)cccc2Cl)CC1 | 2% | -7% | 2% | -11% | -5%[9.22 µM] | 1%[10 µM] | nt
13 | O=C(NCC(c1cccs1)N1CCOCC1)c1cc(-c2ccc(F)cc2)nc2ccccc12 (centres undefined) | -6% | -9% | 5% | 2% | 8% | -15%[10 µM] | 20%
14 | O=c1[nH]ncc(N2CCCCC2)c1Cl | 3% | 1% | 4% | 3% | -15% | nt | -3%
15 | COc1cccc(/C=N/NC(=O)c2nc(-c3ccccc3)cc(-c3ccccc3)n2)c1 | ? | 8% | -4% | -4% | -4% | 14% | 2%[38.3 µM]
16 | CCc1ccc(OC2=NS(=O)(=O)c3ccccc32)cc1 | -4% | -2% | 12% | -8% | 4% | -18% | -2%
17 | COCCNS(=O)(=O)c1ccc(SC)cc1 | -4% | -10% | 9% | 1% | -9% | 28%[10 µM] | 14%
18 | Cn1c(Cc2csc(N)n2)nnc1SC/C=C/c1ccccc1 | 3% | 1% | 6% | 6% | -10% | 19%[0.074 µM] | 20%[38.3 µM]
19 | Cc1ccc(NC(=O)CCc2c(C)nc3ncnn3c2C)nc1 | -2% | nt | 4% | 3% | 7% | 14% | 15%[38.3 µM]
20 | CCc1cccc(CC)c1NC(=O)COC(=O)/C(C#N)=C/c1ccc(OC)cc1 | -5% | 0% | 26% | 0% | 10% | nt | 2%
21 | Cn1c(SCC(=O)c2cccs2)nnc1-c1ccco1 | 5% | -3% | nt | -5% | 3% | -5% | nt
22 | Nc1nc(-c2ccc3c(c2)NC(=O)CO3)cs1 | -12% | -4% | -12% | 1% | -9% | 1% | 37%[activator][38.3 µM]
23 | COc1ccc(C(=O)NCC2CCCO2)cc1OC (centres undefined) | 1% | nt | -6% | 4% | 0%[9.22 µM] | 11%[10 µM] | nt
24 | C=CCNc1nc(Cl)nc(Nc2ccc(OC)cc2)n1 | -2% | 4% | 2% | 6% | 19% | 0% | 5%[38.3 µM]
25 | CC(CC(=O)N1CCc2ccccc21)c1ccccc1 (centres undefined) | -2% | -18% | -4% | 8% | -13% | -2% | 20%[38.3 µM]
26 | O=C(CSC1=Nc2ccccc2C2=NC(Cc3c[nH]c4ccccc34)C(=O)N12)NC1CCCCC1 (centres undefined) | -8% | -1% | 11% | 5% | -7% | -39%[inhibitor] | -7%[38.3 µM]
27 | Cc1[nH]c2ccccc2c1N=Nc1ccccc1F | 1% | -6% | 1% | -18% | 11% | -13% | -1%
28 | COc1cccc(C(=O)Nc2ccc(NC(=O)C(C)C)nc2)c1 | 1% | -12% | nt | 2% | -25% | -22% | nt
29 | Cc1ccc(C2C(C#N)=C(N)Oc3n[nH]c(-c4ccccc4)c32)o1 (centres undefined) | -13% | 2% | -7% | 3% | 19% | 12% | -2%[38.3 µM]
30 | O=C(CN(Cc1ccc2c(c1)OCO2)C(=O)c1cnsn1)NC1CCCC1 | -4% | -14% | nt | 19% | -11% | -14%[10 µM] | nt
31 | COc1ccccc1CNC(=O)COC(=O)Cc1c(Cl)cccc1Cl | 2% | -16% | -9% | -8% | -3% | 3%[10 µM] | 14%
32 | Cc1nc(S/C(=C/c2ccc(-c3ccc(Cl)cc3)o2)C(=O)O)n[nH]1 | 1% | -4% | 9% | 7% | -21% | -26% | 18%[38.3 µM]
33 | CCOC(=O)CC1C(=O)NCCN1Cc1ccc(OC)c(OC)c1 (centres undefined) | 6% | 0% | -1% | 1% | -11%[9.22 µM] | -7%[10 µM] | -3%
34 | COC(=O)c1nc2n(n1)C(c1cccc(Cl)c1)C1=C(CCCC1=O)N2 (centres undefined) | -6% | 4% | 7% | 17% | 1% | -9% | 2%[38.3 µM]
35 | COc1ccc(C(=O)NC(=S)N2CCOCC2)cc1OC | 0% | -21% | 6% | -5% | -4%[9.22 µM] | 6%[10 µM] | 6%
36 | CCOC(=O)C(C)n1cnc2c(nnn2Cc2ccc(Cl)cc2)c1=O (centres undefined) | 0% | -4% | 4% | 16% | -4% | 3% | -1%[38.3 µM]
37 | O=C(c1cc(-c2cccs2)on1)N1CCN(C(c2ccccc2)c2ccccc2)CC1 | -1% | -3% | -12% | 2% | 17% | -15% | 46%[activator][38.3 µM]
38 | O=C1c2ccccc2C(=O)N1CCCOCc1c[nH]c(=O)[nH]c1=O | -5% | 1% | -7% | 7% | 4% | -1% | 0%[38.3 µM]
39 | O=C(NC(=S)Nc1ccc(N2CCCCC2)c(Cl)c1)c1ccc2c(c1)OCCO2 | -3% | -11% | 5% | -17% | -13% | ? | 8%[38.3 µM]
40 | Cc1ccc(NC(=O)Nc2ccc(F)cc2F)c(OC(F)F)c1 | 4% | 4% | 14% | 14% | -7% | nt | 1%
41 | CN1CCN(c2ccc(-c3ccnn3C(=O)Nc3ccccc3)cc2)CC1 | 0% | 10% | 6% | 16% | 19%[9.22 µM] | -28% | 9%
42 | Cc1nn(-c2ccccc2)nc1C(=O)c1c(C)[nH]n(-c2ccccc2)c1=O | -2% | nt | 5% | 1% | 27%[9.22 µM] | -1%[10 µM] | nt
43 | CCC(C)n1cnc2c(c1=O)c1nc3ccccc3nc1n2-c1ccc2c(c1)OCCO2 (centres undefined) | -6% | 3% | 5% | 5% | -6% | -56%[inhibitor] | -16%[38.3 µM]
44 | O=c1[nH]cnc2c1sc(=S)n2-c1ccccc1 | -8% | -7% | 1% | -2% | -8% | -2%[10 µM] | 23%[38.3 µM]
45 | COc1ccccc1OCC(=O)Nc1cccc(C(=O)N2CCOCC2)c1 | -30% | ? | 1% | 5% | -4% | -7% | 24%[38.3 µM]
46 | Cc1ccc(NC(=O)[C@@H]2CCCN2S(=O)(=O)c2ccccc2F)cc1 | 6% | nt | 5% | -8% | -4%[9.22 µM] | 10%[10 µM] | nt
47 | Cc1cccc(-n2ccnc2SCC(=O)N2CCCc3ccccc32)c1C | -1% | 2% | -4% | 2% | -13% | 12%[10 µM] | 9%
48 | NC(=O)CCCC1=NS(=O)(=O)c2ccccc2N1 | 1% | 3% | 2% | 4% | 1% | -2% | 3%[38.3 µM]

Full records, looked up by structure.
`Cc1[nH]c2ccccc2c1N=Nc1ccccc1F` as listed: GAA spleen mod: 1%; GAA inh: -6%; RGS12 GoLoco inh: 1%; GAA glycogen: -18%; HttQ103 aggreg: 11%; HTT ATP protect: -13%; IMPase Li cell: -1%
`COc1ccccc1CNC(=O)COC(=O)Cc1c(Cl)cccc1Cl` as listed: GAA spleen mod: 2%; GAA inh: -16%; RGS12 GoLoco inh: -9%; GAA glycogen: -8%; HttQ103 aggreg: -3%; HTT ATP protect: 3%[10 µM]; IMPase Li cell: 14%

More compounds follow:
No. | Compound | GAA spleen mod | GAA inh | RGS12 GoLoco inh | GAA glycogen | HttQ103 aggreg | HTT ATP protect | IMPase Li cell
49 | COc1ccc(Cl)cc1NC(=S)Nc1cccc(C)c1 | 2% | 5% | -3% | ? | 11% | 22%[10 µM] | 8%
50 | Cc1ccc(Cl)cc1N1CCN(S(=O)(=O)N2CCCCC2)CC1 | -3% | 0% | 12% | 10% | -18% | 2% | 10%
51 | Cc1nn(Cc2ccc(Cl)cc2Cl)c(C)c1NC(=O)C1C2CCC(O2)C1C(=O)O (centres undefined) | -9% | 2% | -4% | -20% | ? | -30%[10 µM] | -3%
52 | Cc1ccc(Cl)cc1-c1ccc(C=Nc2ccc(N3CCOCC3)cc2)o1 | -16% | 11% | -1% | -21% | 1% | 7%[10 µM] | ?
53 | COc1ccc2c(c1)C(=O)N(c1ccc(C)cc1)C(=O)C2 | -10% | 0% | 5% | ? | 10% | 16% | 14%[38.3 µM]
54 | COc1ccc(/C=N/Nc2ccc(C(=O)O)cc2)cc1Br | -3% | -2% | -30% | ? | 18% | -37%[inhibitor] | -1%
55 | O=C(N/N=C/c1cc2ccccc2[nH]1)c1ccccc1Cl | 3% | nt | 1% | 3% | -12%[9.22 µM] | 8%[10 µM] | nt
56 | CN(C)S(=O)(=O)c1ccc(Cl)c(NC(=O)c2ccncc2)c1 | -5% | -2% | 23% | 2% | -21% | -2%[10 µM] | -1%
57 | CC(=O)Nc1ccc(S(=O)(=O)NCC(=O)OCC(=O)NC23CC4CC(CC(C4)C2)C3)cc1 | -3% | 6% | -15% | 12% | -7% | 3%[10 µM] | 2%
58 | CCOC(=O)C1=C(O)C(=O)NC(c2ccccc2)=C(OCC)C1 | 7% | 0% | -6% | -1% | 12% | nt | -4%
59 | CCN(C(=O)c1cn(CC)c(=O)c2cc(OC)c(OC)cc12)c1ccccc1C | 5% | 3% | 6% | 2% | -3% | 23%[10 µM] | -4%
60 | Cc1ccc(OCC(=O)Nc2ccc(C)c(S(=O)(=O)N3CCCCCC3)c2)c([N+](=O)[O-])n1 | -5% | -10% | 5% | -20% | -16% | nt | 16%
61 | COc1ccc(OCCC(=O)NCc2ccccc2)cc1 | -14% | 2% | 7% | -1% | -15% | 9%[0.074 µM] | -2%

Source: PubChem (National Center for Advancing Translational Sciences (NCATS))
